DRD3 agonist – agonists of human D3 dopamine receptor. D3R DiscoveRx beta-arrestin cells, luminescence, 90 min. actives 0.58% (n = 410,000). max activation, %; in the data active = max activation above about 30%; also: 0% is about no effect; mostly tested at two doses, the higher about 12 µM
Target sequence (P35462 whole entry, looked up): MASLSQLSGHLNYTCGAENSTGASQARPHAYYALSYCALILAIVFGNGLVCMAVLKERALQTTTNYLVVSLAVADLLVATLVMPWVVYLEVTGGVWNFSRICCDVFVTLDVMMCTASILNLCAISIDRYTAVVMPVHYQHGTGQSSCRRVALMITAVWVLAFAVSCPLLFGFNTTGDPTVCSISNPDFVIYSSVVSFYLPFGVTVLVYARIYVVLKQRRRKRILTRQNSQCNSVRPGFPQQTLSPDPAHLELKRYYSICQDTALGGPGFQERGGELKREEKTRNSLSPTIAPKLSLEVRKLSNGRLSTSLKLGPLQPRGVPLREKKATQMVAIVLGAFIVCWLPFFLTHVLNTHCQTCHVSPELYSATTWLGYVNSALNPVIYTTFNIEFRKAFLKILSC
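Agonist-mode cell screen: cells plated at 1500/well and incubated overnight at 37 °C, then exposed to library compounds for 90 min at 37 °C. Detection reagent was added for 30–60 min at room temperature, and luminescence was read.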
PTHR1 ag – PTHR1 (human) receptor agonism. actives 0.075% (n = 410,000). Potency, µM (series often up to 115 µM), for inactives: top-dose activation, most hits filed as activators. Q03431. HEK293 GP2 PTHR1 cells, GloSensor cAMP luminescence, 1 h; also: potency is read from the fitted curve at half-maximal effect; nearly all actives have a fitted effect of over 55% in size; some results filed as inactive show a strong effect at the top dose; inactives centre near -15; many of its hits are not listed in these tables
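HEK-293-derived GP2 cells expressing PTHR1 and a GloSensor cAMP reporter, 3,000/well, plated overnight, given luciferin plus IBMX (each 0.5 mM as added) for 1 h at 37 °C, then compound for 1 h at 37 °C. Luminescence was read after 15 min at room temperature.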
aSyn yeast inh – rescues yeast growth from alpha-synuclein toxicity; Yeast expressing alpha-synuclein, growth rescue, BacTiter-Glo, 24 h; Potency, µM (series often up to 46.1 µM), inactives show top-dose growth rescue (activation), usual class: activators; actives 0.14% (n = 370,000); AID 652106; also: potency is read from the fitted curve at half-maximal effect; % of control where 0% means no effect; nearly all actives have a fitted effect of over 65% in size
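Readout is rescue of growth in alpha-synuclein-expressing yeast, so inhibitors of toxicity appear as activators. Growth after 24 hr at 30 deg C in galactose medium is quantified by luminescence.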
GLP1R inv ag – acts as inverse agonist at human GLP-1 receptor. Potency, µM (titrated, usually from 38.3 µM), for the others: at the top dose activity change, negative = inhibition, actives largely listed as inhibitors. actives 1.6% (n = 410,000). HEK293 GLP-1R CRE-luciferase, luminescence, 24 h; GLP-1R form is constitutively active. AID 624417; also: potency is read from the fitted curve at half-maximal effect; % is scaled to controls: 0 for no effect and ±100 for the full control effect; nearly all actives have a fitted effect of over 55% in size
Target sequence (P43220 whole entry, looked up): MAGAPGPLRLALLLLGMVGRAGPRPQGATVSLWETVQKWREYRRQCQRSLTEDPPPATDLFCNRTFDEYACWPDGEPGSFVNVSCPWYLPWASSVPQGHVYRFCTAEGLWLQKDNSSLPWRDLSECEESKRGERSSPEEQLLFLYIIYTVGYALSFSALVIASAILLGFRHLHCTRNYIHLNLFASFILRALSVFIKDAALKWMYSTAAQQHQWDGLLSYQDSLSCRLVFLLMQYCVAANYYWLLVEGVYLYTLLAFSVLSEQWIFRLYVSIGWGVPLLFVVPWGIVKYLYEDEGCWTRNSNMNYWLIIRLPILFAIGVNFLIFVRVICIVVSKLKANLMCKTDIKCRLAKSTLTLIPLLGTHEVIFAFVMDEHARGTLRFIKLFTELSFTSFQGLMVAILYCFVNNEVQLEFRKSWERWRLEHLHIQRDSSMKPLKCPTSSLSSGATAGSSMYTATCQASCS
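qHTS in 1536-well format: reporter HEK293 cells expressing constitutive GLP-1R activity in DMEM + 10% Nu serum, 24 hr with compounds at 37 deg C, luminescence read after 12 min with detection reagent.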
GLP1R cytotox – cytotoxicity counter-screen for GLP-1 receptor inverse agonists. actives 0.13% (n = 410,000). HEK293 cAMP-luciferase reporter cells, luminescence, 24 h. Potency, µM (doses to about 38.3 µM), for the others: at the highest dose activity change, negative = inhibition, actives largely listed as inhibitors. AID 624418;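 also: loss of luciferase light is scored as toxicity; potency is read from the fitted curve at half-maximal effect; % is scaled to controls: 0 for no effect and ±100 for the full control effect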
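Compound-treated cells are incubated 24 hr at 37 deg C under 5% CO2 after a 12 hour attachment period, then luciferase detection reagent is added and luminescence is measured following 12 min at room temperature; lowered signal indicates toxicity.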
GLP1R ag – GLP-1 receptor (human) agonism. actives 0.007% (n = 380,000). Potency, µM (titrated, usually from 45.6 µM), inactives show at the highest dose activation, actives largely listed as activators. P43220. HEK293 GLP-1R CRE-luciferase, luminescence, 4-6 h; cells express a hypersensitive GLP-1R form. AID 624172; also: potency is read from the fitted curve at half-maximal effect; % of control where 0% means no effect
TDP-43 yeast inh – rescues yeast growth from TDP-43 toxicity; TDP-43 expressing yeast growth rescue, BacTiter-Glo, 24 h; Potency, µM (titrated, usually from 46.1 µM), without a hit: at the highest dose growth rescue (activation), usual class: activators; actives 1.8% (n = 410,000); also: potency is read from the fitted curve at half-maximal effect; % of control where 0% means no effect; nearly all actives have a fitted effect of over 50% in size
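Cell-based yeast growth screen: TDP-43 expression induced in galactose, inoculum OD600=0.02 after raffinose pregrowth to mid-log. Read-out BacTiter-Glo luminescence at 24 hr, 30 deg C; inhibition of toxicity seen as signal increase.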
DRD3 antagonist – antagonists of human D3 dopamine receptor. AID 652054. P35462. D3R cells, DiscoveRx beta-arrestin luminescence, antagonist mode; active compounds read low. actives 2.5% (n = 360,000). max response, negative = inhibition, %; in the data active = max response below about -50%; inconclusive = no clear call, values can overlap the other calls; also: % is scaled to controls: 0 for no effect and ±100 for the full control effect; mostly tested at two doses, the higher about 12 µM
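Cells plated overnight at 1500 cells/well, then exposed to library compounds with dopamine controls for 90 minutes at 37 degrees C. DiscoveRx reagent added for 30–60 minutes at room temperature; luminescence read, quantitative HTS format.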
KB-V1 MDR tox – KB-V1 MDR subline cytotoxicity; actives 3.4% (n = 400,000); AID 1347076; KB-V1 MDR cells viability, CellTiter-Glo, 72 h; Potency, µM (top dose mostly 46.1 µM), without a hit: top-dose activity change, negative = cytotoxicity, hits mostly cytotoxic; also: potency is read from the fitted curve at half-maximal effect; % is scaled to controls: 0 for no effect and ±100 for the full control effect; nearly all actives have a fitted effect of over 60% in size
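Readout: CellTiter-Glo luminescence, 10 min after addition. Cells: KB-V1 MDR subline, 72 h at 37 degrees C with compound. Analysis: corrected, normalized data fitted to concentration-effect curves.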
An asterisk follows results filed as active; i = inactive; ? = inconclusive; / = no result given; & = joins results of further samples; [ ] = another dose, or the depositor's remark. Unless noted, calls follow the shape of the dose curve; as a rule, active = well fitted curve in the direction sought with a large enough effect; inconclusive = small, poorly fitted or top-dose-only effect, or another doubt; inactive = no such curve, though single readings can be large; an effect the other way counts as inactive or inconclusive.

No.	structure	DRD3 agonist	PTHR1 ag	aSyn yeast inh	GLP1R inv ag	GLP1R cytotox	GLP1R ag	TDP-43 yeast inh	DRD3 antagonist	KB-V1 MDR tox
1	O=C1c2cccc3cccc(c23)C(=O)N1OS(=O)(=O)c1ccc(Cl)cc1	4	-8%	-8%	7%	0%	2%	-22%	2	1%
2	CCN(CC)S(=O)(=O)c1ccc(O)c(NC(=O)c2cc(-c3cc(OC)c(OC)c(OC)c3)nc3ccccc23)c1	7	-25%	4%	-2%	-13%	13%	5%	66	-8%
3	CCc1nnc(SCC(=O)Nc2cc(Cl)c(OC)cc2OC)c2cc3oc(C)cc3n12	5	i	/	13%	3%	/	2%	/	6%
4	Cc1ccc(C(=O)OCC(=O)NC2CCCC(C)C2C)s1 (stereo not given)	3	-7%	28%	11%	1%	5%	?	14	20%
5	O=C(Nc1cccc(Cl)c1)c1cnccn1	-1	-3%	-2%	10%	6%	1%	?	9	-8%
6	Cn1cnc2c(N/N=C/c3cccs3)ncnc21	-11	-39%	-3%	?	?	5%	-7%	10	-30%
7	CCc1ccc(OCC(=O)NNC(=S)NC(=O)C2CC2)c(Br)c1	2	-22%	0%	-1%	-2%	-1%	-58%[inhibitor]	20	-10%
8	O=C(Nc1ccc2c(c1)OCO2)C(c1ccccc1)N1CCN(C(=O)c2ccco2)CC1 (stereo not given)	-1	i	2%	-15%	-21%	-7%	11%	-1	-4%

Next part (5 carried over from the part before).
No.	structure	DRD3 agonist	PTHR1 ag	aSyn yeast inh	GLP1R inv ag	GLP1R cytotox	GLP1R ag	TDP-43 yeast inh	DRD3 antagonist	KB-V1 MDR tox
4	Cc1ccc(C(=O)OCC(=O)NC2CCCC(C)C2C)s1 (stereo not given)	3	-7%	28%	11%	1%	5%	?	14	20%
5	O=C(Nc1cccc(Cl)c1)c1cnccn1	-1	-3%	-2%	10%	6%	1%	?	9	-8%
6	Cn1cnc2c(N/N=C/c3cccs3)ncnc21	-11	-39%	-3%	?	?	5%	-7%	10	-30%
7	CCc1ccc(OCC(=O)NNC(=S)NC(=O)C2CC2)c(Br)c1	2	-22%	0%	-1%	-2%	-1%	-58%[inhibitor]	20	-10%
8	O=C(Nc1ccc2c(c1)OCO2)C(c1ccccc1)N1CCN(C(=O)c2ccco2)CC1 (stereo not given)	-1	i	2%	-15%	-21%	-7%	11%	-1	-4%
9	Cc1ccc(-n2c(=O)c3sccc3n(CC(=O)N3CCCC3)c2=O)cc1	11	-11%[57.5 µM]	-1%	22%	-6%	2%	-7%	-9	-7%
10	Cc1ccc(NC(=O)CCN2C(=O)c3ccccc3C2=O)cc1	-6	-19%	-5%	13%	0%	1%	0%	13	-16%
11	CCOc1ccc(NC(=O)NCCc2c(C)nn(C)c2C)cc1	8	i	/	-4%	8%	/	0%	/	2%
12	Cc1ccc2nc(SCC(=O)NC3CCCCC3)nc(=O)n2c1	0	i	2%	14%	-2%	1%	20%	12	-3%
13	CN1CCn2cnc(C(=O)Nc3ccc(CNC(=O)OC(C)(C)C)cc3)c2C1=O	-6	i	?	7%	12%	6%	0%	-18	5%
14	O=C(c1cccnc1)N1CCCc2ccccc21	11	i	3%	0%	4%	5%	-5%	9	-21%
15	CN(Cc1ccc(Cl)cc1Cl)C(=O)Cc1ccc(S(=O)(=O)N2CCOCC2)s1	2	-29%	3%	-36%	-4%	6%	19%	-16	?
16	O=C(CSc1nc2ccccc2nc1Cc1ccc(Cl)cc1)N1CCCCC1	-5	-7%	/	10µM*	0%	/	10%	/	-18%

(more compounds)
No.	structure	DRD3 agonist	PTHR1 ag	aSyn yeast inh	GLP1R inv ag	GLP1R cytotox	GLP1R ag	TDP-43 yeast inh	DRD3 antagonist	KB-V1 MDR tox
17	COc1ccc(-n2ccnc(NCCc3ccccc3)c2=O)cc1OC	3	-6%	/	9%	-5%	/	?	/	1%
18	CC(=O)C1=C(C)OC(N)=C(C#N)C1c1cccnc1 (stereo not given)	8	i	4%	13%	-2%	0%	-4%[0.397 µM]	-24	?
19	CNS(=O)(=O)c1cn(CC(=O)NCc2ccc(OC)cc2)cc1S(=O)(=O)NC	12	0%	-6%	27%	27%	12%	-1%	2	20%
20	COc1ccc(/C=C(\CC(=O)O)c2nc3ccccc3s2)cc1O	-3	i	-19%	14%	-3%	0%	?	-5	0%
21	CC(OC(=O)CNS(=O)(=O)c1ccc(C#N)cc1)C(=O)Nc1ccc(Cl)cn1 (stereo not given)	2	i	10%	9%	1%	-10%	21%	13	11%
22	O=C(COc1ccccc1)N1N=C(c2cccnc2)CC1(O)C(F)(F)F (stereo not given)	-4	-3%	0%	11%	-2%	2%	2%	-8	-46%
23	CC(=O)Nc1ccc(S(=O)(=O)Nc2cccc(-c3cn4c(n3)SCC4)c2)cc1	6	-3%	-5%	10%	5%	7%	9%	1	14%
24	CN(CC(=O)Nc1cccnc1)S(=O)(=O)c1ccc(Br)cc1	-4	i	-3%	16%	12%	-9%	-8%	-7	-22%

Continued:
No.	structure	DRD3 agonist	PTHR1 ag	aSyn yeast inh	GLP1R inv ag	GLP1R cytotox	GLP1R ag	TDP-43 yeast inh	DRD3 antagonist	KB-V1 MDR tox
25	CN(C)c1ccc(N=Nc2ccccc2C(=O)OCC(=O)NCC2CCCCC2)cc1	-4	i	10%	?	?	-2%	12%	-15	7.3µM*
26	Cn1c(=N)n(CC(=O)c2ccc(Br)cc2)c2ccccc21	0	-25%	7%	?	-58%	4%	?	14	-14%
27	Cc1cc(C(=O)N/N=C/c2ccccc2Br)no1	-1	-10%[57.5 µM]	1%	14%	12%	4%	2%	16	12%
28	CCCCn1nnnc1C(c1ccccc1)N1CCN(CC)CC1 (stereo not given)	-7	-24%	-11%	0%	-21%	-3%	8%	-4	?
29	CCOc1ccc(CCNC(=O)CN(C)S(=O)(=O)c2cccc3nsnc23)cc1OCC	2	-3%	-6%	2%	-2%	15%	-1%	-12	0%
30	Cc1ccc(S(=O)(=O)NCCC(=O)OC(C)C(=O)NC2CC2)cc1 (stereo not given)	-19	-22%	-22%	15%	7%	-4%	-18%	5	9%
31	CCNC(=S)N1CCN(c2nc(-c3cccc(OC)c3)cs2)CC1	14	-95%[inhibitor]	-13%	?	-6%	8%	?	3	-6%
32	O=C(NCc1ccccn1)c1ccc(N2CCCC2)c([N+](=O)[O-])c1	-7	-4%	3%	29%	-17%	26%	-2%	-23	0%

(more compounds)
No.	structure	DRD3 agonist	PTHR1 ag	aSyn yeast inh	GLP1R inv ag	GLP1R cytotox	GLP1R ag	TDP-43 yeast inh	DRD3 antagonist	KB-V1 MDR tox
33	CC(=O)Oc1ccc2c(c1)C(=O)c1ccccc1C2=O	-7	-8%	-9%	29%	-4%	0%	-17%	-10	6%
34	COc1ccc(NS(=O)(=O)c2ccc3c(c2)oc(=O)n3C)cc1Cl	3&3	-22%&-22%	1%	-26%&-17%	2%&-5%	-4%&1%	-1%&3%	13	?
35	CC1=C(C(=O)N2CCCCCC2)CC(CC(=O)NC2CC2)C(=O)N1Cc1ccccc1 (stereo not given)	3	i	4%	26%	-1%	4%	12%	7	-5%
36	COc1ccccc1CNC(=O)C1(C)CCN1Cc1ccc2ccccc2c1 (stereo not given)	8	-30%[inhibitor]	3%	?	3%	12%	15%	34	-16%
37	NC(=O)c1ccc(Cn2c(C(=O)c3ccc(Cl)cc3)c3ccccc3[n+]2[O-])cc1	-8	-27%	0%	19%	-6%	4%	23%	21	-4%
38	CC(=O)c1ccc(NC(=O)C(C)N(C)CC(=O)Nc2ccccc2Cl)cc1 (stereo not given)	-7	-7%	-1%	-15%	-21%	-3%	9%	-9	-32%
39	CN(Cc1ccc(F)cc1)C(=O)c1cccc(OC2CCN(C3CCCC3)CC2)c1	-3	i	1%	-13%	3%	3%	-2%	1	4%
40	Cc1ccc(CC(=O)NCCS(=O)c2ccc(Cl)cc2)cc1 (stereo not given)	1	i	0%	-3%	-1%	-7%	19%	0	4%

Other compounds.
No.	structure	DRD3 agonist	PTHR1 ag	aSyn yeast inh	GLP1R inv ag	GLP1R cytotox	GLP1R ag	TDP-43 yeast inh	DRD3 antagonist	KB-V1 MDR tox
41	CCOc1ccc(CCNC(=O)c2c(C)oc3ncn(CC(C)C)c(=O)c23)cc1	1	i	/	11%	2%	/	20µM*	/	4%
42	COc1ccc(OC)c(/C=C2\SC(N3CCCCC3)=NC2=O)c1	-7	-16%	-5%	110%[activator]	180%[activator]	30%	-3%	23	-3%
43	COc1ccc(/C(C)=N/NC(=O)CNC(=O)Cc2ccccc2)c(OC)c1	5	i	0%	-12%	-7%	0%	7%	11	12%
44	Cc1ccc(S(=O)(=O)CC(=O)c2ccc(C(C)(C)C)cc2)cc1	2	-10%[57.5 µM]	13%	?	15%	0%	-21%	-4	0%
45	CCOc1ccc(C2NC(=O)c3ccccc3O2)cc1OC (stereo not given)	-2	i	3%	16%	5%	5%	21%	0	12%
46	COc1ccc(S(=O)(=O)N2CCN(C(=O)c3cc(-c4ccc(Br)cc4)n[nH]3)CC2)cc1OC	16&6	-35%&-84%	-1%	?	-13%&-27%	-2%	6%&9%	57	-28%&4%

This is a subset. The share of hits here may be higher or lower than overall.
